EWS-Fli block – inhibitors of EWS/Fli oncoprotein transcriptional activity | A673 NR0B1-luciferase reporter, viability-normalised | inhibition, % at 12.6 µM | 350,000 compounds, 0.67% hits;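 active = mean inhibition of at least 50% after viability correction, with every replicate also passing that limit; inconclusive = mean reaches 50% but only one of two replicates passes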;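 also: firefly luciferase signal divided by Alamar Blue viability fluorescence both relative to DMSO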
FN deposition inh – fibronectin deposition inhibition. 350,000 compounds, 0.086% hits. inhibition, % at 12.6 µM. AH1F fibroblasts, Alexa488-fibronectin deposition fluorescence, overnight. AID 743247;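 active = mean inhibition across replicates of 30% or more, regardless of how many single replicates reach that level; inconclusive = mean under 30% yet at least half of replicates reach 30%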;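 also: positive control wells lacked labelled fibronectin entirely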
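Material: AH1F fibroblasts assembling fluorescent fibronectin matrix; amount: 10000 AH1F cells/well; medium: DMEM, 2% serum; reagent: Alexa488-fibronectin, 24 nM final in well; dosing: single compound dose, delivered by pin transfer; incubation: 1 h adhesion, overnight exposure; detection: fluorescence after three HBSS washes, excitation 485 nm, emission 525 nm; measure: fibronectin deposition inhibition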
DENV2 CPE rescue – inhibitors of DENV2 cytopathic effect; DENV2-infected cells, cytopathic effect rescue, plate reader; 350,000 compounds, 1.7% hits; AID 651640; CPE inhibition, % at 9.99 µM; in the data active = CPE inhibition above about 20%, passing the limit was not always enough; inconclusive = no clear call, values can overlap the other calls; tested in BHK-21 cells;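 also: 0% = median of neutral control wells and 100% = median of positive control wells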
F508del corr – correctors of CFTR F508del function in bronchial epithelial cells; CFBE cells, YFP halide quenching; stimulated with forskolin plus potentiator P3; % fluorescence drop versus neutral controls; activity (quench increase), % at 7.58 µM; 350,000 compounds, 0.36% hits; AID 720511;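 active = mean added fluorescence quench of at least 8% versus neutral control, with both replicates also reaching 8%; inconclusive = only one of the mean or replicate conditions met; inactive = mean below 8% and not both replicates reaching 8%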;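 also: cells transiently co-express mutant CFTR-F508del with the halide-sensitive YFP; corrector assay measuring rescue of mutant channel to the surface after 24 h compound exposure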
PAX8 reporter – lowers PAX8-driven luciferase in RMG-I cells; RMG-I TPO-luciferase reporter, SteadyGlo, 24 h; inhibition, % at 12.6 µM; 360,000 compounds, 1.2% hits;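 active = mean replicate inhibition at least 60% with every replicate also reaching 60%; inconclusive = only one of the two criteria is met; inactive = mean below 60% and not all replicates reaching 60%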;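 also: luciferase light reporting Pax8 driven TPO promoter activity; plate controls were median of neutral control wells for no effect and mitoxantrone controls for full effect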
INS-1E GSIS act – primary screen for activators of insulin secretion dependent on glucose, INS-1E cells, GLuc reporter luminescence; INS-1E GLuc reporter insulin secretion, 2-3 h; activation, % at 16.6 µM; 370,000 compounds, 0.61% hits; AID 743287;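 active = lowest replicate activation of at least 40%, so every replicate reaches that level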;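 also: 0% = median of neutral control wells and 100% = median of IBMX positive control wells; some compounds called inactive have numbers as strong as hits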
miR-122 sensor – blocks miR-122 activity in Huh7 sensor cells; Huh7 miR-122 Renilla luciferase sensor, 48 h; neutral wells = 0, positive control = 100; activation (reporter increase), % at 12.5 µM; 340,000 compounds, 0.3% hits; AID 602342;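 active = mean replicate activation score at least 90 and every replicate individually at or above 90; inconclusive = only one of the two criteria met; inactive = neither criterion met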;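 also: higher luciferase means less miR-122 activity so hits act as miR-122 inhibitors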
Starred values were filed as active, the others as inactive; ? = inconclusive; / = not tested or not shown; [ ] = another dose, or the depositor's remark.

no.	mol	FN deposition inh	miR-122 sensor	DENV2 CPE rescue	F508del corr	EWS-Fli block	PAX8 reporter	INS-1E GSIS act
1	COc1cccc(C2c3[nH]c4ccccc4c3C[C@H]3C(=O)N(c4ccccc4C(=O)N4CCC(C(=O)O)CC4)C(=O)N23)c1 (stereo not given in full)	/	-4	83*	-1.4	7	/	-16
2	CNC[C@H]1Oc2ccc(NC(=O)NC3CCCCC3)cc2CC(=O)N([C@H](C)CO)C[C@@H]1C	-21	3[16.7 µM]	1	3.5	-4	-11	1
3	NS(=O)(=O)c1cc(C(=O)OCC(=O)Nc2ccc(Cl)cc2[N+](=O)[O-])ccc1Cl	-16	/	-3	1.9	2	18	0
4	Cc1ccc(NC(=O)CCc2nc(-c3cccs3)no2)c(Br)c1	-1	-13	-2	-4.7	-8	2	-3
5	C[C@@H]1CN([C@@H](C)CO)C(=O)c2cc(NC(=O)Nc3ccc(F)cc3)ccc2O[C@H]1CN(C)C	/	-4[16.7 µM]	27*	1.4	6	-15	-6
6	COc1ccc(CN(C)C[C@@H]2Oc3ccc(NS(=O)(=O)c4cn(C)cn4)cc3C(=O)N([C@H](C)CO)C[C@H]2C)cc1	/	1[16.7 µM]	-1	0.7	4	-3	25
7	Cc1cccc(S(=O)(=O)N[C@@H]2CC[C@H](CCNS(=O)(=O)c3ccccc3F)O[C@H]2CO)c1	-9	/	3	0.4	-6	11	-6
8	CCCNC(=O)N(C)C[C@H]1Oc2ncc(C#CCC3CCCC3)cc2C(=O)N([C@@H](C)CO)C[C@H]1C	3	-2[16.7 µM]	13	0.4	-3	/	-9
9	C[C@H](CO)N1C[C@H](C)[C@H](CN(C)C(=O)C2CCCCC2)Oc2ncc(Br)cc2C1=O	/	8[16.7 µM]	13	0.7	-3	-10	20
10	Cc1cc(C([O-])=C(C(=S)Nc2ccccc2)[n+]2ccccc2)c(C)n1-c1ccccc1	-6	/	-6	1.4	-2	-22	/
11	COc1cc(CN2CC3(CN(C(=O)c4cccnc4)C3)c3c([nH]c4cc(OC)ccc34)[C@H]2CO)cc(OC)c1	/	/	-6	-0.1	2	/	4
12	O=C(CN1Cc2ccccc2C1=O)Nc1ccc2c(c1)OCCO2	6	-5	4	-1.1	-42	-55	16
13	Cc1ccc(-c2nc3ccc(C)cn3c2Cc2ccsc2)cc1	-5	-1	0	-0.8	-60	-154	-18
14	C[C@H](O)C#Cc1cnc2c(c1)C(=O)N([C@@H](C)CO)C[C@@H](C)[C@H](CN(C)Cc1cccc(F)c1)O2	-5	-2[16.7 µM]	19	5.6	1	/	1
15	Cc1cccc(C)c1NC(=O)NCCCN1CCN(c2ccccc2)CC1	-1	1	-6	-1.6	-4	2	-8
16	COc1cccc(NC(=O)CN(C)CC(=O)Nc2ccccc2-c2ccccc2)c1	/	6	6	-1.8	8	4	-18
17	CC(=O)N(CN1C(=O)c2ccccc2C1=O)c1cccc(C)c1	0	-4	/	/	/	9	/
18	O=C(O)COc1ccccc1/C=N/NC(=O)CNC(=O)c1ccco1	1	/	3	-0.5	/	-9	-5
19	COC1=C/C(=C/c2c(N)n3cc(C)sc3nc2=O)C=CC1=O	7	-1	1	/	-2	-30	4
20	C[C@@H]1CN([C@@H](C)CO)C(=O)c2cc(-c3cccnc3)cnc2O[C@@H]1CN(C)C(=O)Nc1ccc(C(F)(F)F)cc1	-12	-5[16.7 µM]	-3	-2.0	-1	/	-15
21	COc1ccc(NC(=O)Nc2ccc3c(c2)C(=O)N([C@H](C)CO)C[C@H](C)[C@H](CN(C)CC2CCCCC2)OCCCC[C@H](C)O3)cc1	/	-21[16.7 µM]	-2	-2.4	25	12	-8
22	C[C@@H]1CN([C@H](C)CO)S(=O)(=O)c2ccc(C#Cc3ccncc3)cc2O[C@@H]1CN(C)S(=O)(=O)c1ccccc1	/	41[16.7 µM]	1	1.9	14	/	-47
23	CN1[C@@H]2Cn3c(ccc(C4=CCCC4)c3=O)[C@H]1[C@@H](C(=O)NC1Cc3ccccc3C1)[C@@H]2CO	/	-6[16.7 µM]	2	-0.1	11	17	11
24	Cc1noc(C)c1S(=O)(=O)Nc1ccc2c(c1)C(=O)N([C@@H](C)CO)C[C@@H](C)[C@@H](CN(C)Cc1ccc(Cl)c(Cl)c1)O2	/	-4[16.7 µM]	-8	2.4	-3	/	3
25	O=C(COC(=O)c1cncc(Br)c1)NCCC1=CCCCC1	15	-3	/	/	/	13	/
26	CCCCn1c(N)c(N(CC(C)C)C(=O)c2cccc(S(=O)(=O)N3CC(C)OC(C)C3)c2)c(=O)[nH]c1=O (stereo not given)	4	-5	3	-1.4	10	-6	13
27	Cc1nn(-c2ccccc2)c(=S)c2ccccc12	/	/	7	0.1	1	-4	4
28	CCOc1cccc(C(=O)NC(=S)Nc2ccc3c(c2)OCCO3)c1	-9	-1	1	3.4	-37	-58	13
29	Cn1nc([N+](=O)[O-])nc1N1CCN(c2ccc(F)cc2)CC1	13	0	/	/	/	/	3
30	COc1ccc(C(=O)N[C@H](C(=O)OCn2nnc3ccccc3c2=O)C(C)C)cc1	-1	1	1	5.8	-4	-15	5
31	Cc1cc(C)cc(OCC(=O)OCC(=O)NC2CC2)c1	-7	3	-5	0.4	13	-16	/
32	O=C(CN1CCOCC1)N[C@H]1CC[C@H](CCNC(=O)Nc2cc(F)ccc2F)O[C@H]1CO	2	/	-8	-0.1	-20	-7	-8
33	N#CC1=C(N)c2ccccc2CC12CCCCC2	/	-2	-4	1.2	1	/	-14
34	Cc1ccc2nsnc2c1S(=O)(=O)NCCc1c(C)[nH]c2ccc(F)cc12	-8	67	/	/	/	/	-30
35	COc1ccc2[nH]c3c(c2c1)CCN1C(=O)C(CC(=O)NCCN2CCOCC2)C[C@H](C(=O)N2CCCCC2)[C@@]31C (stereo not given in full)	-3	/	?	-2.4	-4	-22	-1
36	O=C(O)/C=C\c1ccccc1Oc1cccc(Cl)c1	-8	6	3	-2.2	-3	-6	14
37	C[C@@H]1CN([C@H](C)CO)C(=O)c2cc(NC(=O)Cc3ccccc3)ccc2O[C@H]1CN(C)Cc1ccc(C(=O)O)cc1	-1	-5[16.7 µM]	-3	-1.2	/	-23	4
38	O=C(N=C1SC2CS(=O)(=O)CC2N1c1c(Cl)cccc1Cl)C1CC1 (stereo not given)	0	7	3	-0.5	-1	1	-7
39	O=c1c2ccccc2[nH]c(=S)n1CCCN1CCN(c2ccccc2F)CC1	-4	6	-1	-4.7	-23	12	-20
40	COc1cc(C(=O)Nc2ccc(S(=O)(=O)NC(C)(C)C)cc2)cc(OC)c1OC	4	-2	/	/	/	/	9
41	O=C(NCCc1ccccc1)Oc1ccc(Cl)cc1	-15	/	1	-0.8	-73	-86	3
42	COc1ccc(-c2nc3c4ccccc4ccn3c2Cc2ccsc2)cc1OC	-3	6	-4	3.7	-33	3	-7
43	CC(C)c1nnc(SCC(=O)NCc2ccco2)n1C	-12	1	/	/	/	11	/
44	COC(=O)c1sc(NC(=O)CSc2nnnn2C)nc1C	-6	-3	0	0.4	-68	-74	13
45	COCC#Cc1ccc([C@H]2[C@@H](CO)N3C(=O)CN(C(=O)C4CCCCC4)C[C@@H]23)cc1	-18	/	15	-1.8	-3	-3	6
46	C[C@@H]1CN([C@H](C)CO)C(=O)c2cc(NS(=O)(=O)c3cn(C)cn3)ccc2O[C@H]1CN(C)C(=O)Nc1cccc2ccccc12	2	1[16.7 µM]	-1	-2.1	-5	/	17
47	C[C@@H]1CN([C@@H](C)CO)C(=O)c2c(c3ccccc3n2C)-c2ccccc2CO[C@H]1CN(C)C(=O)[C@H]1CCCN1C	-6	/	0	0.9	5	-21	-7
48	COc1ccc(S(=O)(=O)N(C)C[C@H]2OCCCC[C@@H](C)Oc3ccc(NS(=O)(=O)c4ccc(F)cc4)cc3C(=O)N([C@H](C)CO)C[C@@H]2C)cc1	-10	0[16.7 µM]	2	-0.7	-2	-5	-13
49	O=C(CCC1CCCC1)NCCCNC(=O)CCC1CCCC1	/	-2	-11	3.0	-4	16	-29
50	C[C@H](CO)N1C[C@H](C)[C@@H](CN(C)Cc2cccnc2)Oc2cc(-c3ccccc3)ccc2S1(=O)=O	10	30[16.7 µM]	-2	-0.4	34	-21	-13

Going on with the list:
no.	mol	FN deposition inh	miR-122 sensor	DENV2 CPE rescue	F508del corr	EWS-Fli block	PAX8 reporter	INS-1E GSIS act
51	COc1ccc(OCC(=O)Nc2ccccc2N2CCCCC2)cc1	/	-5	8	4.7	/	23	-26
52	O=C(c1ccc(-c2ccccc2)cc1)C1CCCN(Cc2ccncc2)C1 (stereo not given)	0	-4	-7	-1.4	3	17	-6
53	Cc1cccc(NC(=S)N=Nc2c(O)n(C)c3ccc(S(=O)(=O)N4CCOCC4)cc23)c1	4	-2	2	2.9	22	/	8
54	COc1cccc(NC(=O)Nc2ccc3c(c2)C(=O)N(C)C[C@H](OC)[C@H](C)CN[C@H](C)CO3)c1	-5	-5[16.7 µM]	-5	-0.3	-8	11	8
55	Cc1ccccc1S(=O)(=O)NCC[C@H]1CC[C@@H](NC(=O)C2CCC2)[C@H](CO)O1	/	/	7	-0.7	13	9	10
56	CCCCn1c(N)c(N(CCOC)C(=O)c2cc(S(=O)(=O)N3CCCCC3)ccc2Cl)c(=O)[nH]c1=O	2	-6	-2	0.4	8	21	-1
57	O=C(NNC(=O)c1cc(-c2ccco2)nc2ccccc12)c1ccccc1	-6	11	-2	-0.1	7	2	-22
58	COC(=O)C1=C(C)N(Cc2cccc(C(F)(F)F)c2)C(=NCc2ccc3c(c2)OCO3)NC1c1ccccc1 (stereo not given)	1	/	-9	-1.9	23	-3	/
59	CC(=O)Oc1cc(C(C)C)c(OCCN(C)C)cc1C	-6	-2	9	-3.9	-11	-12	11
60	O=C(NCc1ccco1)C(=O)NCC1OCCN1S(=O)(=O)c1cc(F)ccc1F (stereo not given)	11	0	-2	-0.4	4	-12	-11
61	CC(C)c1ccc(C(CC(=O)c2ccc(Cl)cc2)C(=O)O)cc1 (stereo not given)	4	-6	/	/	/	-7	17
62	Cc1ccc(C)c(N2CCN(C(=O)Nc3ccc4c(c3)N(C)C(=O)CS4)CC2)c1	4	/	-4	/	15	15	-4
63	Cn1cc(CNCc2cn(C)nc2-c2ccc(C3CCCCC3)cc2)cn1	/	/	2	-5.6	4	4	-33
64	CCNc1nnc(SCC(=O)N2c3ccccc3NC(=O)CC2C)s1 (stereo not given)	6	/	8	0.1	5	9	20
65	CO[C@H]1CN(C)C(=O)c2cc(NS(C)(=O)=O)ccc2OC[C@@H](C)NC[C@@H]1C	-8	/	15	-2.8	/	/	15

Rows were taken by chance, and some 3.9% of all compounds hit somewhere here.
